# Screening data: PubChem BioAssay, Vanderbilt High Throughput Screening Facility
# Cav3 T inh = human Cav3.2 channel inhibition, primary screen; Cav3.2-expressing cells, Fluo-4 calcium fluorescence FDSS; stronger effect = lower value; O95180; AID 449739; B-score at 10 µM; actives 4% (n = 100,000);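 active = single-dose well whose peak fluorescence ratio is a statistical outlier from its plate by either plate-standardised score or position-corrected B-score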
# Target sequence (O95180 whole entry, looked up): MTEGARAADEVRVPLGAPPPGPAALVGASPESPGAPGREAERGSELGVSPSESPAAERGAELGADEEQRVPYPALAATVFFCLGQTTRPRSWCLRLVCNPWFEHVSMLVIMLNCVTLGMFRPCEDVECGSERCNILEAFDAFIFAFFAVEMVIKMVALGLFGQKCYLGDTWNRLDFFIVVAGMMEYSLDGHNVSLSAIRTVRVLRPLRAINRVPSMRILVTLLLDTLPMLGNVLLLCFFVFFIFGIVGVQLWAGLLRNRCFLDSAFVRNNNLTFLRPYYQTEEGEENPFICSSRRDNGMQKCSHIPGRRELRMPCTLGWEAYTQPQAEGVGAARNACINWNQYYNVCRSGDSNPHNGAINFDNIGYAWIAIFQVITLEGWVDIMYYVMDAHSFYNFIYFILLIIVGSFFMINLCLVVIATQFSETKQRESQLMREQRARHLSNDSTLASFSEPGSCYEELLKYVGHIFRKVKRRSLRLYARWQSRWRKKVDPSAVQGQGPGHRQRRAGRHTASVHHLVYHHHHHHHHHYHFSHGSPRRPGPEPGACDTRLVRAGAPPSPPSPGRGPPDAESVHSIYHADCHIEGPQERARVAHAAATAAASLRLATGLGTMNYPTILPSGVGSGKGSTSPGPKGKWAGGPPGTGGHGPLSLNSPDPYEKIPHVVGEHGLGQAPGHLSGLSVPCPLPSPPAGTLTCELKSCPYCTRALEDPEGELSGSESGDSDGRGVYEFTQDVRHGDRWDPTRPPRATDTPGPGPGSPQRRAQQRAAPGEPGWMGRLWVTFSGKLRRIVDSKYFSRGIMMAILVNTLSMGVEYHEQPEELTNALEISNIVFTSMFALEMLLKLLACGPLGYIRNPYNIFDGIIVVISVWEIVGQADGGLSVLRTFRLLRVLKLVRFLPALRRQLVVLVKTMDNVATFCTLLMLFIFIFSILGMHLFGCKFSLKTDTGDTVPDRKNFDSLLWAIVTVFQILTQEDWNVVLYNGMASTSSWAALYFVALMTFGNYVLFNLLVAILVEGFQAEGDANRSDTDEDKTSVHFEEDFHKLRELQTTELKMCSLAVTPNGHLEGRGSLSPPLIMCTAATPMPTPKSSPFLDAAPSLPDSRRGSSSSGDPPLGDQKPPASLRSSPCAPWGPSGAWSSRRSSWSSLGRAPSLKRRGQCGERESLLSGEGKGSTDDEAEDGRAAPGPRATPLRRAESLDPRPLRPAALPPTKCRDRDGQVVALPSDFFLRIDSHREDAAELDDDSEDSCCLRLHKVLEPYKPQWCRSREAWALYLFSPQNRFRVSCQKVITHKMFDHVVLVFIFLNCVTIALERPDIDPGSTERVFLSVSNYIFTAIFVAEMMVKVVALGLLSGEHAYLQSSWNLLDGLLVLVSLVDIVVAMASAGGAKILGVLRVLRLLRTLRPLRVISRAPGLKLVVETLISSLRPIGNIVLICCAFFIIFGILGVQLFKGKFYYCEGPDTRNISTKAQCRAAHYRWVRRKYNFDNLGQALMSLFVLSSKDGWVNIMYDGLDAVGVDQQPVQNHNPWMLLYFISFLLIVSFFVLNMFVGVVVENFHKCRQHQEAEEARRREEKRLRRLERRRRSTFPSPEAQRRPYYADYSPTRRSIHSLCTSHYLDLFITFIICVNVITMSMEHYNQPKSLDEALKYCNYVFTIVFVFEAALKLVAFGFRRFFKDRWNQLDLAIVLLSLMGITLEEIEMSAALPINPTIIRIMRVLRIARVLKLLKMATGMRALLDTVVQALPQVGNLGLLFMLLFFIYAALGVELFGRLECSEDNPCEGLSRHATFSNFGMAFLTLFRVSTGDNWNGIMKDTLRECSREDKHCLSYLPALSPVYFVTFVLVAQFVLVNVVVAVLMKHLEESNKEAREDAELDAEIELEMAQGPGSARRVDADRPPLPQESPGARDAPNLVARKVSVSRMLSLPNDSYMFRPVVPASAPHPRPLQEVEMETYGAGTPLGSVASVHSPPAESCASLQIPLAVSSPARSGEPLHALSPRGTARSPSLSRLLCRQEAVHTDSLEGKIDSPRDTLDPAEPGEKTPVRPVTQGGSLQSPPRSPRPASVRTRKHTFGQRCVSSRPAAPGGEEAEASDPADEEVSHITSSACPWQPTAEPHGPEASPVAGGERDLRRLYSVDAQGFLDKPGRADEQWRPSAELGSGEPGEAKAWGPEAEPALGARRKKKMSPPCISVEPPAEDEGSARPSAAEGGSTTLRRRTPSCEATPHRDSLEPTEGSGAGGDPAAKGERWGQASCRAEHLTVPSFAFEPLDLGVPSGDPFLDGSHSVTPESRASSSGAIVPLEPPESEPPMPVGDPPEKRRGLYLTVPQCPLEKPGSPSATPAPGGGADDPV
# * marks the source's active call; other numbers are inactive results. These rows are one share of the data, so the mix of outcomes need not match the whole.
SMILES | Cav3 T inh
CCSc1nc2ccc(OC)cc2cc1C#N | 0.083
NC(=O)Nn1c(CCC(=O)O)ccc1-c1ccc(F)cc1 | -0.0091
Cc1ccc(CNC(=O)CSc2nc3ccsc3c(=O)n2NC(=O)c2ccccc2)cc1 | 1.2
COc1cc(NC(=O)c2cccs2)c(C(=O)OCC(=O)NCc2ccco2)cc1OC | -0.029
COc1cccc(C(=O)Nc2nc3c(s2)CN(C)CC3)c1 | -0.63
Cc1cc2c(ncn2C)c(NS(=O)(=O)c2cc(Cl)ccc2Cl)c1C | -2.4
Fc1ccccc1-c1nc(-c2ccccc2)no1 | -1
CC(=O)Cc1nsc(Nc2ccc3c(c2)OCCO3)n1 | 1.5
Nc1nc(-c2cccnc2)nn1C(=O)Cc1ccccc1 | 0.55
CCS(=O)(=O)N1CCC(C(=O)NCc2ccccc2OC)CC1 | -0.068
CCOc1ccc(NC(=O)C2CCCCN2S(=O)(=O)c2ccccc2)cc1 (stereo not given) | -0.48
O=C(NCCN1CCOCC1)c1ccc(CS(=O)(=O)c2ccc(Cl)cc2)o1 | 0.1
COc1ccccc1C(=O)Nc1ccc(N2CCN(S(C)(=O)=O)CC2)cc1 | -0.092
Cc1ccc(Cn2c(=N)n(CC(O)COc3ccccc3)c3ccccc32)cc1 (stereo not given) | -2.5
O=C(Nc1ccc2c(c1)OCO2)c1ccc(Cl)s1 | -0.32
O=C(COC(=O)c1ccco1)NCc1cccs1 | 0.039

# Overlap with the part before: 4 compounds, then new ones.
SMILES | Cav3 T inh
COc1ccccc1C(=O)Nc1ccc(N2CCN(S(C)(=O)=O)CC2)cc1 | -0.092
Cc1ccc(Cn2c(=N)n(CC(O)COc3ccccc3)c3ccccc32)cc1 (stereo not given) | -2.5
O=C(Nc1ccc2c(c1)OCO2)c1ccc(Cl)s1 | -0.32
O=C(COC(=O)c1ccco1)NCc1cccs1 | 0.039
CC1(C)NC(=O)N(CC(O)COc2ccc(N3C(=O)c4ccccc4C3=O)cc2)C1=O (stereo not given) | -0.0059
Cc1ccc(SCCNC(=O)c2ccc(C)c(S(=O)(=O)Nc3ccccc3C)c2)cc1 | -2.4
COC(=O)C1(C)NC(c2cccs2)C2C(=O)N(c3ccc(F)cc3)C(=O)C21 (stereo not given) | 0.021
COc1cccc(-c2nnc(SCC(=O)NCc3ccc4c(c3)OCO4)n2Cc2ccco2)c1 | -4.6*
O=S(=O)(NC1CCCC1)c1cccc(-c2nnc(-c3ccccc3)o2)c1 | 0.043
O=C(Nc1ccon1)c1ccccc1F | 0.48
CC(C)(C)NC(=O)C(c1ccco1)N(Cc1ccc2c(c1)OCO2)C(=O)Cn1nnc2ccccc21 (stereo not given) | -1.6
Cc1cccc(OCc2nnc(SCC(=O)N3CCN(C(=O)c4ccco4)CC3)n2C)c1C | -0.18
O=C(O)CSc1nc2ccc(Cl)cc2[nH]1 | -0.27
Cc1nnc(SCCN2CCOCC2)n1-c1cccc(Cl)c1 | -0.011
COc1ccc(/C=C/c2ccccc2)cc1[C@H]1[C@H]2C=CC[C@@H](C)[C@@H]2C(=O)N1Cc1ccccc1 | -1.6
CCn1c(SCC(=O)Nc2ccc3c(c2)OCO3)nc2ccccc21 | -2.6
Cc1cccc(NC(=O)c2cccnc2)c1 | -0.58
COc1ccc2[nH]cc(CCN=C3SCC(=O)N3C)c2c1 | 0.42
CC1CCc2nn(CC(=O)NCCN3CCOCC3)cc2C1 (stereo not given) | -0.8
C=CCN(N=Nc1cccc([N+](=O)[O-])c1)c1cccc([N+](=O)[O-])c1 | -2.4
O=C(NCCc1c[nH]c2ccccc12)Nc1cccc2ccccc12 | -1.4
CC(C)N(C(=O)NC(=O)NCC1CCCO1)S(C)(=O)=O (stereo not given) | -0.26
COc1ccc(OCCCC(=O)Nc2nnc(C3CCCO3)s2)cc1 (stereo not given) | -0.13
Cc1csc(N2CCCC2c2nc3cc(Cl)c(N4CCCCC4)cc3n2CCCO)n1 (stereo not given) | 0.4
CCN(CCNC(=O)CS(=O)(=O)Cc1nc(-c2cccc(OC)c2)oc1C)c1ccccc1 | -9*
C#CC(C)(C)NC(=O)CSc1nc2c(c(=O)n(C)c(=O)n2C)n1CCCC | 0.54
CNS(=O)(=O)c1cccc(C(=O)OCC(=O)NCc2ccccc2)c1 | -1
O=S(=O)(Nc1nc2ccccc2[nH]1)c1ccccc1 | 0.0097
COC(=O)c1cc(NCc2cccs2)ccc1N1CCOCC1 | 0.91
O=C(NCCN1C(=O)C2C3C=CC(C3)C2C1=O)Nc1ccc(Br)cc1 (stereo not given) | 0.017
CCn1c(SCC(N)=O)nc2c1c(=O)n(C)c(=O)n2C | -0.084
CCC(=O)Nc1c(C#N)c2nc3ccccc3nc2n1-c1ccccc1C | -0.054
O=C(COC(=O)c1cn(-c2ccccc2)nc1-c1cccs1)NC1CC1 | 0.03
O=C(OCn1ncc(Br)c(Br)c1=O)c1ccccc1Cl | 0.21
CCCc1nnc(SCC(=O)N2CCOCC2)n1C | -0.53
COc1cc2cc(Oc3ccc4ccc(=O)oc4c3)c(=O)oc2cc1OC1OC(COC(=O)CC(C)(O)CC(=O)O)C(O)C(O)C1O (stereo not given) | -1.7
Cc1nnc(SCc2c(Cl)cccc2Cl)s1 | -0.39
COc1ccc(N2C(=O)CSC2c2cccc(F)c2)c(OC)c1 (stereo not given) | 0.1
COc1ccc(OC)c(N(CC(=O)Nc2cccnc2)S(=O)(=O)c2ccccc2)c1 | 1.2
O=C(NC(=O)c1cccc(F)c1)OC[C@@H]1CCCN2CCCC[C@H]12 | 0.14
O=C1OCCC1N1C(=O)c2ccccc2S1(=O)=O (stereo not given) | 0.3
Cc1cc(NC(=O)CSc2nnc(CNc3ccc(F)cc3)n2C2CCCCC2)no1 | 0.28
CCOC(=O)c1sc(NC(=S)NC(=O)c2ccccc2Cl)c(C(=O)OCC)c1C | -1.5
Cc1ccccc1-c1nnc(SCC(=O)Nc2ccc3c(c2)OCCO3)n1N | 0.73

# Filtered by structure, the entries above with a furan ring, fused or not (6)
SMILES | Cav3 T inh
COc1cc(NC(=O)c2cccs2)c(C(=O)OCC(=O)NCc2ccco2)cc1OC | -0.029
O=C(NCCN1CCOCC1)c1ccc(CS(=O)(=O)c2ccc(Cl)cc2)o1 | 0.1
O=C(COC(=O)c1ccco1)NCc1cccs1 | 0.039
COc1cccc(-c2nnc(SCC(=O)NCc3ccc4c(c3)OCO4)n2Cc2ccco2)c1 | -4.6*
CC(C)(C)NC(=O)C(c1ccco1)N(Cc1ccc2c(c1)OCO2)C(=O)Cn1nnc2ccccc21 (stereo not given) | -1.6
Cc1cccc(OCc2nnc(SCC(=O)N3CCN(C(=O)c4ccco4)CC3)n2C)c1C | -0.18

# More structures follow:
SMILES | Cav3 T inh
COc1ccc(OC)c(N(CC(=O)O)S(=O)(=O)c2ccc(OC)c(OC)c2)c1 | 0.12
CCOC(=O)Cn1c(=O)c2c(nc3n2CCN3Cc2ccccc2)n(C)c1=O | 1.2
O=C1CCCC2=C1C1(CCCC1)N=C(Nc1nc3ccccc3s1)N2 | 0.021
CCOc1ccccc1OC(=O)c1ccco1 | 0.012
Cc1ccc2oc(-c3cccc(NC(=O)c4cc(-n5cnnc5)ccc4Cl)c3)nc2c1 | -0.94
CC(O)(CS(=O)(=O)Cc1ccccc1)C(=O)Nc1cccc(C(F)(F)F)c1 (stereo not given) | -2.6
COc1ccc2c(c1)C1(C)CC(C)(C)N2C(=O)N1c1ccccc1 (stereo not given) | -2.8
COc1c(O)cc2oc(-c3ccc(O)cc3)cc(=O)c2c1O | -0.87
O=C(c1ccc(Cl)s1)N1CCc2ccccc21 | -0.27
Cc1ccc(NC(=O)c2c(C(F)(F)F)nn(C)c2SCc2ccc(Cl)cc2)cc1C | -4
Cc1nc(C(=O)NC2CC2)sc1C1(C)CC(c2ccccc2)=NO1 (stereo not given) | 0.24
O=C(c1ccc(N2CCOCC2)nc1)N1CCOCC1 | 0.44
Cc1cccc(-n2nnc3cnn(C)c3c2=O)c1 | 0.0022
O=C(Nc1ccc2c(c1)OCCO2)c1cccc(S(=O)(=O)N2CCOCC2)c1 | 1.3
COC(=O)CSc1nnc(Cc2cc(=O)[nH]c(=O)[nH]2)n1-c1cccc(OC)c1 | 0.38
OCCNCc1cc(Br)ccc1OCc1ccc(Cl)cc1Cl | -1.1
O=C(CCN1C(=O)C2C3C=CC(C3)C2C1=O)N1CCN(c2cccc(Cl)c2)CC1 (stereo not given) | 0.013
Cc1ccc(NC(=O)/C(=C\c2cccc(Br)c2)NC(=O)c2ccco2)cc1 | 0.18
CCC(=O)Nc1ccc(NC(=O)CSc2nc3cc4c(cc3cc2C)CCC4)cc1 | -0.25
CC(=O)C1=C(c2ccccc2)NC(=O)NC1c1ccccc1OCC#N (stereo not given) | 0.16
COc1ccc(OC)c(/C=N/NC(=O)CC2C(=O)NN=C2C)c1 (stereo not given) | -0.19
CCOC(=O)N1CCN(C(=O)C2CCC(CNS(=O)(=O)c3ccccc3)CC2)CC1 (stereo not given) | -0.25
O=C(Nc1nncs1)c1cccc(S(=O)(=O)N2CCCC2)c1 | 1.3
Cc1cc(C)c(S(=O)(=O)N(CC(=O)N2CCOCC2)C2CCCCC2)c(C)c1 | -0.083
COC(=O)CSc1ccc2c(N)c(C(=O)OC)sc2c1 | 0.025
C=CCn1c(SCC(=O)NCc2cccs2)nnc1C1CCCCC1 | 0.16
CC(=O)N=C1SC2CS(=O)(=O)CC2N1c1c(Cl)cccc1Cl (stereo not given) | 0.043
COc1cc(-c2nnc(SCC(=O)Nc3ccc4c(c3)OCCO4)o2)cc(OC)c1OC | 0.98
COc1cc(Br)cc2cc(C(=O)N3CCN(c4ccccn4)CC3)c(=O)oc12 | 2.2
CCOC(=O)N1CCC(NC(=O)c2ccc(NC(=O)C3CCCO3)cc2)CC1 (stereo not given) | -0.62
CCc1c(C(=O)Nc2ccncc2)csc1C | -0.093
O=C(NCc1ccccc1)C1C2C=CC3(CN(Cc4cccnc4)C(=O)C13)O2 (stereo not given) | 0.013
COc1ccc(S(=O)(=O)Nc2nncs2)cc1 | 0.16
CCCCOCCCNC(=O)/C=C/c1ccccc1Cl | -3.8
COC(=O)C1=C(C)N(Cc2ccc(OC)cc2)C(=O)C1 | -0.51
COC(=O)c1c(NC(=O)c2cccs2)sc2c1CCC(C)C2 (stereo not given) | -0.94
O=C(CS(=O)(=O)c1ccccc1)Nc1nc(-c2ccccc2)cs1 | -4.9*
CCOc1ccccc1OCCCCCc1c(C)n[nH]c1C | -3.6*
CCCC(=O)c1cc2c(cc1NC(=O)c1cccs1)OCCO2 | 1.1
Nc1nonc1-c1noc(CCCCCN2C(=O)c3ccccc3C2=O)n1 | -1.2

# Continuation:
canonical_smiles	Cav3 T inh
CS(=O)(=O)c1ccccc1COC(=O)Nc1ccc(Cl)cc1	-2.9
CCOC(=O)CSc1nnc(CNC(=O)c2cccs2)n1-c1cc(C)ccc1C	-0.032
COc1ccccc1N1C(=O)CCC1(C#N)c1ccc(Br)cc1 (stereo not given)	-0.55
COc1ccc(-c2nc3c([nH]2)c(=O)n(C)c(=O)n3C)c(OC)c1	1.4
O=S(=O)(c1cccs1)N1CN(Cc2ccc(F)cc2)c2nc3ccccc3nc21	-0.46
CCCN1CCC(=O)N(CCSc2ccc(NC(C)=O)cc2)CC1	-0.18
O=C(CCC(=O)c1ccc(Oc2ccccc2)cc1)Nc1ccc(Cl)cc1Cl	-2.8
COc1cccc(C(C(=O)Nc2ccc(F)cc2)N(C(=O)Cn2nnc3ccccc32)C2CC2)c1 (stereo not given)	-0.98
COc1ccc(CC(=O)Nc2ccc(-c3cn4cccc(C)c4n3)cc2)cc1OC	-0.0094
CCCN1Cc2cccc(C(=O)Nc3ccc(C)cc3)c2C1=O	1
O=C(CCC1CCCC1)NC1CCCCC1	0.0026
CC(C(=O)N1c2ccccc2CCc2ccccc21)n1nnc(-c2ccc(N(C)C)cc2)n1 (stereo not given)	-5.5*
Cn1c(C(=O)Nc2ccc3c(c2)OCCO3)cc2sccc21	-1.2
COC(=O)[C@@H]1[C@H](CCc2ccccc2)NC(=O)N(Cc2ccccc2)[C@@H]1C	-1.1
COc1ccc(OC)c(C(=O)CSc2nnc(Cc3cccs3)n2C)c1	0.7
O=S(=O)(c1cccs1)N1CCN(CC(O)COC2CCCc3ccccc32)CC1 (stereo not given)	-0.4
Cc1noc(C(=O)N2CC3(C)CC2CC(C)(C)C3)c1Cl (stereo not given)	0.28
Cc1cccc(Oc2coc3cc(OC(=O)c4cccs4)ccc3c2=O)c1	-1.8
COc1ccccc1-c1c(C#N)c(SCC(=O)N2CCCC2)nc(C)c1C(N)=O	0.96
O=C(CSc1nc2cc(Cl)ccc2o1)Nc1ccc(N2CCOCC2)cc1	0.92
O=C(CCCn1c(=O)c2sccc2n(CC(=O)OCc2ccccc2)c1=O)NCc1ccco1	-3.2
CCOC(=O)CC1=C(C(=O)OCC)C(c2ccc(C)o2)C(C#N)=C(N)O1 (stereo not given)	0.94
COc1ccccc1C(=O)NCCCN1CCCC1=O	-0.058
Cc1cc(C)c(-c2cc(NC(=O)CSc3n[nH]c(N)n3)n(-c3ccccc3)n2)cc1C	-2.3
COc1cc(NC(=O)c2ccco2)ccc1NC(=O)C(C)C	0.095
COc1ccc(-c2ccc3oc(-c4ccsc4)cc3c2)cc1	-0.0096
O=C(c1oc(=O)c2ccccc2c1-c1ccccc1)N1CCN(C2CCCCC2)CC1	-0.76
O=C(CCN1C(=O)COc2ccccc21)NCCN1CCc2ccccc2C1	0.32
NC(=O)c1cc(Cc2ccccc2)sc1NC(=O)c1ccco1	0.8
Cc1ccc(-c2nnc(SCC#CCOC(=O)c3cccs3)o2)cc1	-0.65
CCCNC(=O)C1CCN(c2nc(C)cc(C)n2)CC1	0.43
Cc1cc(NC(=O)CN2CCCC2c2nc3ccccc3s2)no1 (stereo not given)	-0.13
COC(=O)/C(=C\Nc1ccc(OC)cc1)NC(=O)c1ccc(Cl)cc1Cl	-0.72
CCN(CC)C(=O)c1cn(C)c(=O)c2cc(OC)c(OC)cc12	0.49
S=C1NC(c2ccccc2)=NCN1c1ccc(Br)cc1	-0.42
CCCCN1C(=O)C(NC(=O)C2CC2)(C(F)(F)F)C2=C1CC(C)(C)CC2=O (stereo not given)	1
CC(=O)C1=C(C)Nc2ncnn2C1c1ccc(Cl)cc1Cl (stereo not given)	-0.36
